PLK1 PBD block: blocks phosphopeptide binding to human PLK1 polo-box domain | Plk1 PBD binding of FITC phosphopeptide, fluorescence polarization | Potency, µM, inactives show max response, negative = inhibition, hits mostly inhibitors | 2.8% of 360,000 active | AID 720504; also: potency is read from the fitted curve at half-maximal effect; series mostly up to about 57 µM; % is scaled to controls: 0 for no effect and ±100 for the full control effect; nearly all actives have a fitted effect of over 65% in size
Target sequence (P53350 whole entry, looked up, the tested form may be a part): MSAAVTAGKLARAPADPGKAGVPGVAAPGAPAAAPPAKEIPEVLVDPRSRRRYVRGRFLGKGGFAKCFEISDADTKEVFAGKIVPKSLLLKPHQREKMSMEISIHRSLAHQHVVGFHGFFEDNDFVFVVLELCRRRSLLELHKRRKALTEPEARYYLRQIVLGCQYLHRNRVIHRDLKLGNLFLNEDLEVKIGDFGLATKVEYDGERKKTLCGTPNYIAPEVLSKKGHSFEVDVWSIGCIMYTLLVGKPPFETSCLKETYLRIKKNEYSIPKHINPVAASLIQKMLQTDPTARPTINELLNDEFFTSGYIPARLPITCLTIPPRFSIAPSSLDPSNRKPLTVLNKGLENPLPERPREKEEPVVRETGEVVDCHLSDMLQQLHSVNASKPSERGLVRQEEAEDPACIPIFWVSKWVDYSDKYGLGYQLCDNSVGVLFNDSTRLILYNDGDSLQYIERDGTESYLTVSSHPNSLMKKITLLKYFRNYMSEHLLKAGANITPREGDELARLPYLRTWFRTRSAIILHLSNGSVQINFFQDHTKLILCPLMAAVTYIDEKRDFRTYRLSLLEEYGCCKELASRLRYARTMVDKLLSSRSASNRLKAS
D3 ag: agonists of human D3 dopamine receptor; P35462; D3R DiscoveRx beta-arrestin cells, luminescence, 90 min; max activation, %; 0.58% of 410,000 active; in the data active = max activation above about 30%; also: 0% is about no effect; mostly tested at two doses, the higher about 12 µM
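Cells at 1500/well, incubated overnight, then treated with pinned compounds (dopamine as control) for 90 min at 37 degrees C. DiscoveRx reagent added for 30 - 60 minutes at room temperature; luminescence read.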
WRN helicase inh: WRN helicase (human) inhibition | 0.46% of 360,000 active | Potency, µM (highest dose often 114 µM), for inactives: at the top dose activity change, negative = inhibition, most hits filed as inhibitors | Q14191 | WRN helicase unwinding, fluorescent forked duplex, kinetic | AID 651768; also: potency is read from the fitted curve at half-maximal effect; % is scaled to controls: 0 for no effect and ±100 for the full control effect; nearly all actives have a fitted effect of over 55% in size
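Screening of the MLSMR collection measured strand separation of a quenched forked DNA duplex (100 nM) by 20 nM WRN with 2 mM ATP, all final. Compounds were preincubated with enzyme 15 min at room temperature.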
IL2 activator: activates IL-2 in a cell-based reporter assay; IL-2 activation reporter assay, cell-based qHTS; stimulated with anti-CD3/CD4/CD28 beads; in transgenic mouse T cells; activation, % (series mostly up to about 46 µM); 0.065% of 360,000 active; in the data active = activation above about 50%; inconclusive = mostly about 30% to 49%; also: 0% is about no effect
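Unstimulated transgenic mouse T cells preincubated 60 min with compound, then stimulated with anti-CD3/anti-CD4-coated beads plus anti-CD28 for 18 h at 37 degrees C. IL-2 response read as EGFP and DsRed fluorescence by plate cytometry.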
GLP1R inv ag: acts as inverse agonist at human GLP-1 receptor | Potency, µM (series often up to 38.3 µM), inactives show at the top dose activity change, negative = inhibition, most hits filed as inhibitors | 1.6% of 410,000 active | AID 624417 | HEK293 GLP-1R CRE-luciferase, luminescence, 24 h; GLP-1R form is constitutively active; also: potency is read from the fitted curve at half-maximal effect; % is scaled to controls: 0 for no effect and ±100 for the full control effect; nearly all actives have a fitted effect of over 55% in size
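Inverse agonists were sought by their lowering of basal cAMP reporter luciferase output in HEK293 cells stably carrying constitutively active human GLP-1R, after 24 h compound treatment.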
DRD3 antagonist: antagonists of human D3 dopamine receptor; 2.5% of 360,000 active; D3R cells, DiscoveRx beta-arrestin luminescence, antagonist mode; hits give low values; max response, negative = inhibition, %; in the data active = max response below about -50%; inconclusive = no clear call, values can overlap the other calls; also: % is scaled to controls: 0 for no effect and ±100 for the full control effect; mostly tested at two doses, the higher about 12 µM
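Cells plated overnight at 1500 cells/well, then exposed to library compounds with dopamine controls for 90 minutes at 37 degrees C. DiscoveRx reagent added for 30–60 minutes at room temperature; luminescence read, quantitative HTS format.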
GLP1R cytotox: cytotoxicity counter-screen for GLP-1 receptor inverse agonists; HEK293 cAMP-luciferase reporter cells, luminescence, 24 h; Potency, µM (top dose mostly 38.3 µM), for inactives: top-dose activity change, negative = inhibition, usual class: inhibitors; 0.13% of 410,000 active;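 also: loss of luciferase light is scored as toxicity; potency is read from the fitted curve at half-maximal effect; % is scaled to controls: 0 for no effect and ±100 for the full control effect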
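Step one: seed cells (200 cells/uL, DMEM with 10% Nu serum, 1% pen-strep). Step two: 12-hour incubation at 37 deg C. Step three: pin 23 nL compound, incubate 24 hr. Step four: add luciferase reagent, read luminescence 12 min later.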
PI5P4Ka inh: PI5P4K alpha (human) kinase inhibition | P48426 | PI5P4Kalpha enzyme, ADP-Glo luminescence, 60 min; hits give low values | max response, % | 1.2% of 330,000 active | AID 652105; active = max response of -50% or lower; inconclusive = between -30% and -50%; inactive = -30% or higher; also: value at the top dose of about 77 µM; % is scaled to controls: 0 for no effect and ±100 for the full control effect
Target sequence (P48426 whole entry, looked up): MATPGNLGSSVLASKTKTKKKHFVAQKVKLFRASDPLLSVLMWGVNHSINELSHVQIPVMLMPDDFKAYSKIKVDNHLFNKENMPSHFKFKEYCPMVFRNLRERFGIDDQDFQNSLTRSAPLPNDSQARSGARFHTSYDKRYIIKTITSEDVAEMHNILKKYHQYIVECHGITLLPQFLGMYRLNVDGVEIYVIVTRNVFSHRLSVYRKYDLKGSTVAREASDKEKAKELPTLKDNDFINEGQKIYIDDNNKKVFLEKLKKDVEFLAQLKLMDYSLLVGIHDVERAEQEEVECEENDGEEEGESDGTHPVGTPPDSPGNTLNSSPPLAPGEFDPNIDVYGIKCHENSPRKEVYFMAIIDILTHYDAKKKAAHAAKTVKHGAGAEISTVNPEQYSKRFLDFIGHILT
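Compounds were pin-transferred onto PI5P4Kalpha and substrate in HEPES pH 7.4 buffer with EGTA, CHAPS and 5% DMSO. ATP (5 microM final) started the reaction, which ran 60 minutes at room temperature before ADP-Glo detection.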
GLP1R ag: activates the human GLP-1 receptor | P43220 | HEK293 GLP-1R CRE-luciferase, luminescence, 4-6 h; cells express a hypersensitive GLP-1R form | Potency, µM (top dose mostly 45.6 µM), without a hit: at the highest dose activation, hits mostly activators | 0.007% of 380,000 active; also: potency is read from the fitted curve at half-maximal effect; % of control where 0% means no effect
An asterisk follows results filed as active; ? = inconclusive; nt = not tested or not shown; & = joins results of further samples; ! = not confirmed by another sample; [ ] = another dose, or the depositor's remark. Unless noted, calls follow the shape of the dose curve; as a rule, active = well fitted curve in the direction sought with a large enough effect; inconclusive = small, poorly fitted or top-dose-only effect, or another doubt; inactive = no such curve, though single readings can be large; an effect the other way counts as inactive or inconclusive.

Compound	PLK1 PBD block	D3 ag	WRN helicase inh	IL2 activator	GLP1R inv ag	DRD3 antagonist	GLP1R cytotox	PI5P4Ka inh	GLP1R ag
Cc1nc2nc(-c3ccccc3)[nH]n2c(=O)c1Cc1ccccc1	-2.8%	-4.4	-9.2%	2.7	1.7%	-13.2	-2.0%	2.4	-12.1%
CCCn1c(SCC(=O)N2CCN(S(=O)(=O)c3ccc(Cl)cc3)CC2)n[nH]c1=O	-5.7%	1.5	-8.5%	-1.5	-0.6%	24.3	8.2%	0.7	2.3%
O=C1Cc2cc(S(=O)(=O)Nc3ccc(N4CCOCC4)cc3)ccc2N1	-21.5%	-2.0	-31.3%	-0.5	57.0%[activator]	-21.4	-0.8%	2.7	16.9%
COC(=O)c1[nH]c2cc(OC)ccc2c1NC(=O)c1ccc2c(c1)OCO2	-4.7%	1.9	-2.2%	0.3	-53.2%	-8.2	-9.9%	nt	-2.6%
COc1ccccc1CNc1nc(NCCNC(C)=O)c2sccc2n1	2.3%	4.6	2.3%	-0.3	6.7%	0.0	-5.9%	-4.8	5.5%
CC(=O)Nc1ccc(S(=O)(=O)Nc2ccc3ccccc3n2)cc1	-5.4%	2.0	4.7%	-1.6	38.2%[activator]	-11.8	-10.9%	-0.4	-4.0%
COCC(C)NS(=O)(=O)c1ccc(OC)cc1 (stereo unspecified)	-7.9%	0.7	1.5%	-2.7	-3.6%	25.2	-3.6%	nt	-10.4%
CCN(C(=O)CSc1nncn1-c1ccccc1)c1c(N)n(Cc2ccccc2)c(=O)[nH]c1=O	-6.9%	-6.4	10.7%	1.3	9.8%	10.7	-2.4%	1.7	-5.1%
CN1CCN(NC(=O)/C=C/c2cccc(Cl)c2)CC1	-0.5%	-2.1	-0.3%	0.7	-20.1%	1.1	-1.5%	5.0	4.6%
CCCCOC(=O)c1ccc(NC(=O)c2nn(C)cc2Br)cc1	-13.1%	-3.1	-11.2%	-1.0	?	18.3	-4.1%	15.7	7.6%
CC(C)CCN1C(Nc2ccccc2)=NC[C@@H]1Cc1ccccc1	?	0.2	-0.8%	-3.7	-20.1%	6.4	-7.3%	2.8	-4.3%
CCc1ccccc1NC(=O)CCc1c(C)nc2cc(-c3ccccc3)nn2c1C	nt	2.6	nt	nt	3.6%	nt	-11.1%	nt	0.7%
O=C(CSc1cccc[n+]1[O-])c1cc(Cl)ccc1Cl	-7.2%	-1.6	2.7%	-0.9	?	-15.5	0.891µM*	-6.8	7.1%
Cc1ccc2c(c1)c(-c1ccccc1)nc1nncn12	-20.9%	1.7	-11.0%	-1.0	77.9%[activator]	-11.7	23.9%	5.1	12.5%
O=C(c1ccco1)N1CCN(C(=O)C2CC(c3ccccc3F)=NO2)CC1 (stereo unspecified)	-12.1%	0.9	-1.9%	-1.8	13.9%	-11.8	-1.1%	-0.9	1.2%
Cc1cc(NC(=O)c2cc3n(n2)C(C(F)(F)F)CC(c2ccco2)N3)no1 (stereo unspecified)	-8.1%	-2.5	3.2%	-2.1	?	0.6	-8.6%	1.9	10.0%
Cc1cc(/C=N/NC(=O)c2nn(C)cc2Cl)c(C)n1-c1cccc(Br)c1	-13.2%	-9.4	-27.0%[57.1 µM]	-0.7	?	-15.7	-0.2%[1.53 µM]	7.0	3.8%
COc1cccc(CNC(=O)c2ccc(C)c(S(=O)(=O)N3CCOCC3)c2)c1	1.2%	-1.1	-4.4%	-0.2	-5.7%	24.2	-4.3%	-0.5	4.7%
Cc1cc2c3c(c1)C1(C(=O)N3C(C)(C)CC2C)C(C#N)=C(N)Oc2n[nH]c(C)c21 (stereo unspecified)	-3.3%	-4.6	-3.3%	0.0	?	-10.3	-22.7%	nt	1.9%
O=C(CSc1cc(Cl)ccc1Cl)NC1CC1	-1.2%	-1.6	7.0%	-0.9	-18.4%	-21.1	1.6%	-3.5	-7.8%

Already shown: 2 of the compounds above.
Compound	PLK1 PBD block	D3 ag	WRN helicase inh	IL2 activator	GLP1R inv ag	DRD3 antagonist	GLP1R cytotox	PI5P4Ka inh	GLP1R ag
Cc1cc2c3c(c1)C1(C(=O)N3C(C)(C)CC2C)C(C#N)=C(N)Oc2n[nH]c(C)c21 (stereo unspecified)	-3.3%	-4.6	-3.3%	0.0	?	-10.3	-22.7%	nt	1.9%
O=C(CSc1cc(Cl)ccc1Cl)NC1CC1	-1.2%	-1.6	7.0%	-0.9	-18.4%	-21.1	1.6%	-3.5	-7.8%

Continuation:
Compound	PLK1 PBD block	D3 ag	WRN helicase inh	IL2 activator	GLP1R inv ag	DRD3 antagonist	GLP1R cytotox	PI5P4Ka inh	GLP1R ag
Cc1ccc(S(=O)(=O)NC2=C(N3CCN(c4ccccc4F)CC3)C(=O)c3ccccc3C2=O)cc1	-2.7%&-9.0%	-2.8&-12.7	-9.2%&-4.8%	-3.2&-0.2	16.2%&23.9%	-67.3*!	-20.1%&-0.3%	15.4&-7.7	2.1%&-9.2%
COc1ccc(NC(=O)CN2C(=O)NC(CC(C)C)C2=O)cc1S(=O)(=O)N1CCOCC1 (stereo unspecified)	-14.0%	-8.0	1.7%	0.4	0.5%	7.3	0.4%	-4.0	-3.9%
CC(C)/C=C1\CCc2c([nH]c3ccccc23)C1=O	3.8%	-4.6	-26.4%[57.1 µM]	2.3	-1.6%	38.3	-2.5%	2.9	-0.7%
COC(=O)c1cccc(-n2[nH]nnc2=S)c1	23.8µM*	1.3	-0.9%	-1.5	-8.9%	-7.1	-19.0%	-27.8	-9.3%
CN1CC(=O)N2C(c3ccc(Cl)cc3)c3[nH]c4ccccc4c3C[C@H]2C1=O (stereo partly specified)	-8.5%	1.9	-4.1%	1.8	?	4.2	-15.9%	-4.5	-3.4%
COc1ccc(OC)c(NC(=O)CN2C(=O)C(=O)N(Cc3ccccc3)C2=O)c1	-6.3%	-1.0	2.9%	1.0	16.6%	-5.7	-3.8%	0.6	-4.2%
CCC(Sc1nc2n[nH]c(C)c2c(=N)n1-c1cccc(Cl)c1C)C(=O)N(CC)CC (stereo unspecified)	-4.0%	2.3	-5.6%	-2.6	0.0%	26.0	2.6%	nt	-14.4%
Cc1ccc(-c2nc3ccccn3c2NCc2ccc3c(c2)OCO3)cc1	-3.9%	2.1	-11.5%	3.7	?	-21.3	-4.0%	0.6	1.4%
O=C(CCN1C(=O)/C(=C\c2cccs2)SC1=S)Nc1nccs1	5.7%	12.8	-17.7%	-3.5	0.0%	-51.8*	3.1%	-9.6	-20.3%
CN(C)/C=N/c1c(C#N)cnn1-c1ccc(C(F)(F)F)cn1	-0.1%	-0.7	2.1%[57.1 µM]	-1.1	10.4%	1.1	4.2%	nt	-0.6%
NS(=O)(=O)c1ccc2nc(NC(=O)c3ccc4ncsc4c3)sc2c1	-13.8%	4.0	?	0.1	23.0%	9.9	3.5%	1.8	1.1%
Nc1ccc(S(=O)(=O)NC(=O)c2ccccc2)cc1	-10.3%	0.3&2.6	nt	0.1	43.1%[activator]	-26.0	0.2%	-2.4	?
NS(=O)(=O)c1ccc(CCNCC(=O)N2CCC(Cc3ccccc3)CC2)cc1	?	-10.9	-0.3%	-1.2	?	-11.7	-24.8%	0.8	-0.5%
O=C(C1CN(C(=O)c2cc3cc(Cl)ccc3o2)c2ccccc2O1)N1CCCCC1 (stereo unspecified)	3.8%	2.3	4.2%	-5.2	11.2µM*	5.6	-30.8%	-7.8	-24.6%
CCOc1ccc(N(C(C)C(=O)NCc2ccco2)S(C)(=O)=O)cc1 (stereo unspecified)	-10.9%	-5.8	-14.7%[57.1 µM]	-1.4	13.7%	-20.7	?	nt	-0.7%
Cc1ccsc1C(=O)OCC(=O)c1ccc(OC(F)F)cc1	-5.4%	-4.8	13.8%	0.9	?	-23.6	6.1%	2.2	10.6%
CCOc1ccc(Nc2nc(Cc3nnc(SCC(=O)NCC4CCCO4)n3C)cs2)cc1 (stereo unspecified)	?	0.0	-14.2%	0.9	15.2%	16.5	2.4%	-2.6	12.4%
O=C(O)c1ccccc1C(=O)N1CCc2c([nH]c3ccccc23)C1C(F)(F)F (stereo unspecified)	-6.0%	4.9	-3.0%	-0.2	-2.5%	10.8	-12.0%	1.2	-0.1%
Cn1c(=O)c2[nH]c(-c3ccc(S(=O)(=O)O)cc3)nc2n(C)c1=O	0.1%	9.1	2.9%	1.6	9.3%	16.0	3.1%	-54.3*	-0.1%
Cn1c(=O)[nH]c(=O)c2c1nc(N1CCN(Cc3ccccc3)CC1)n2CCSc1ncccn1	-8.1%	0.6	3.7%	-2.2	0.2%	2.1	0.2%	-2.0	-2.4%
COc1cc(C(=O)Nc2ccc(NC(=O)c3ccccc3)nc2)cc(OC)c1OC	-3.0%	2.4	11.9%	-0.2	4.2%	25.7	-6.5%	-9.9	15.7%
O=C(O)CC(NC(=O)C12CC3CC(CC(C3)C1)C2)c1ccc(Cl)cc1 (stereo unspecified)	-1.5%	3.5	-1.9%	-0.2	-14.6%	11.8	?	2.0	-8.3%
OCC[C@@H]1C[C@@H](O)[C@H](O)[C@]2(Cc3ccccc3CO2)O1	-6.3%	-13.8	-14.2%	-3.0	16.1%	-24.4	2.1%	8.0	-6.3%
c1cc(-c2ccsc2)n2ccnc2c1	0.8%	-7.6	6.0%[57.1 µM]	-0.2	11.0%	-14.6	-3.0%	-6.0	5.4%
Cc1ccc(C(C(=O)NC2CCCC2)N(C(=O)CNC(=O)c2cccs2)c2cccnc2)o1 (stereo unspecified)	4.5%	3.4	1.4%	-0.3	0.0%	35.2	2.7%	nt	-4.5%
CN(C)C(=O)COC(=O)c1ccccc1Sc1ccccc1C#N	?	-4.6	-1.2%	1.1	2.8%	-18.9	-0.2%	2.1	12.7%
c1ccc(-n2nnnc2SCc2cccc(CSc3nnnn3-c3ccccc3)n2)cc1	5.4%	3.8	-6.9%	0.5	?	12.0	-5.5%	2.0	-4.3%
CN(CC(=O)Nc1ccc(OC(F)(F)F)cc1)C(=O)Cc1c(Cl)cccc1Cl	-4.4%	15.2	-13.1%	-4.6	?	0.2	0.0%	20.8	9.1%

From PubChem
